Screens (PubChem BioAssay)
pPAFAH FP inh: pPAFAH enzyme inhibitors, primary screen, biochemical, fluorescence polarization, human. Platelet-activating factor acetylhydrolase (Homo sapiens), Q13093. AID 463082, 2010. recombinant pPAFAH, FP-rhodamine probe fluorescence polarization. 330,000 compounds, 1.5% hits. inhibition, % at 3.39 µM;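 active = inhibition above the mean inhibition across the screen plus 3 SD, cut at about 25% in these data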;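 note: inhibitors block binding of the rhodamine activity-based probe so polarization drops; 0% = enzyme with DMSO and 100% = wells lacking pPAFAH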
Target sequence (Q13093 whole entry, looked up): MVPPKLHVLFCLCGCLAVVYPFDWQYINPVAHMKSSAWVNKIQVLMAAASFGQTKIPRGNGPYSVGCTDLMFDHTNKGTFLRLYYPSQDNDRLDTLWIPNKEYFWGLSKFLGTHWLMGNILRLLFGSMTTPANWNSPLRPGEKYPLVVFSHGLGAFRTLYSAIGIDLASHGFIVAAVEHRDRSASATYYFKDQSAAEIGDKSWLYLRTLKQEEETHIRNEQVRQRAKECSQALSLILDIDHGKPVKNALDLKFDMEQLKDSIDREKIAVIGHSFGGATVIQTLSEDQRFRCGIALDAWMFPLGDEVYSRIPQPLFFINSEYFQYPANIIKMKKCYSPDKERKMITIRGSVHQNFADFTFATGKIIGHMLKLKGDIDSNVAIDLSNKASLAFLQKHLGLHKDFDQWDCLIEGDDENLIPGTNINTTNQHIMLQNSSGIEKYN
PAFAH2 inh: PAFAH2 enzyme inhibitors, primary screen, biochemical, fluorescence polarization, human | inhibition, % at 3.39 µM | 340,000 compounds, 0.99% hits | Platelet-activating factor acetylhydrolase 2, cytoplasmic (Homo sapiens), Q99487 | AID 492956, 2010 | recombinant PAFAH2, FP-rhodamine activity probe;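 active = inhibition above the mean over all tested compounds plus 3 SD, cut at about 30% in these data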;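 note: inhibitors block probe labeling of enzyme so polarization drops; 0% = enzyme with DMSO and 100% = wells lacking PAFAH2 protein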
PAFAH1B3 inh: PAFAH1B3 enzyme inhibitors, primary screen, biochemical, fluorescence polarization, human | Platelet-activating factor acetylhydrolase IB subunit alpha1 (Homo sapiens), Q15102 | recombinant PAFAH1B3, FP-rhodamine probe | inhibition, % at 3.39 µM | 340,000 compounds, 0.28% hits | AID 492972, 2010;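 active = inhibition above the screen-wide average of all tested compounds plus 3 SD, cut at about 25% in these data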;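 note: 0% = enzyme with DMSO only and 100% = wells lacking PAFAH1B3 protein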
PAFAH1B2 inh: PAFAH1B2 enzyme inhibitors, primary screen, biochemical, fluorescence polarization, human; Platelet-activating factor acetylhydrolase IB subunit alpha2 (Homo sapiens), P68402; recombinant PAFAH1B2, FP-rhodamine activity probe; inhibition, % at 3.39 µM; 340,000 compounds, 1.2% hits; AID 492953, 2010;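 active = inhibition above the mean of all tested compounds plus 3 SD, cut at about 24% in these data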;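 note: 0% = enzyme with DMSO and 100% = wells lacking PAFAH1B2; many of its hits are not listed in these tables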
Target sequence (P68402 whole entry, looked up): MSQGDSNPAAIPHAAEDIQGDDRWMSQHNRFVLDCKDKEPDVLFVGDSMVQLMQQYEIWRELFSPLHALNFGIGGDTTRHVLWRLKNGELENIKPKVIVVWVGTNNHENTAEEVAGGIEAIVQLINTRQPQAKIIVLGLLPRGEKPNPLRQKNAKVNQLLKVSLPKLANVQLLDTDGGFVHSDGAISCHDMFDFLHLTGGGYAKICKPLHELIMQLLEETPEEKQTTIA
LYPLA2 counter: LYPLA2 inhibitors, primary screen, counter-screen for PME1 inhibitor project, biochemical, fluorescence polarization, FP-Rh probe ABPP; Acyl-protein thioesterase 2 (Homo sapiens), O95372; 320,000 compounds, 0.38% hits; recombinant LYPLA2; inhibition, % at 5.9 µM;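 active = inhibition above the screen-wide mean plus 3 SD, limit set per campaign, cut at about 26% in these data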;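 note: 0% = LYPLA2 with DMSO and 100% = wells lacking LYPLA2 enzyme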
LYPLA1 inh: LYPLA1 inhibitors, primary screen, counter-screen for PME1 inhibitor project, biochemical, fluorescence polarization, FP-Rh probe ABPP. AID 2174, 2009. recombinant LYPLA1. Acyl-protein thioesterase 1 (Homo sapiens), O75608. inhibition, % at 5.9 µM. 320,000 compounds, 0.16% hits;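 active = inhibition above the mean of all tested compounds plus 3 SD, set per campaign, cut at about 14% in these data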;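 note: inhibitors block serine hydrolase probe labeling of LYPLA1 so polarization falls; 0% = enzyme with DMSO and 100% = wells lacking LYPLA1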
PREPL inh: PREPL enzyme inhibitors, primary screen, biochemical, fluorescence polarization; Prolyl endopeptidase-like (Homo sapiens), Q4J6C6; recombinant PREPL, fluorescence polarization activity-based probe; inhibition, % at 5.96 µM; 320,000 compounds, 0.68% hits; AID 2751, 2010; in the data active = inhibition above about 43%;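 note: 0% = enzyme with DMSO and 100% = wells lacking enzyme; many of its hits are not listed in these tables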
ZTA counter: blocks Epstein-Barr virus ZTA, an EBNA-1 counter-screen; 320,000 compounds, 0.15% hits; inhibition, % at 11 µM; ZTA-DNA binding, fluorescence polarization; P03206; AID 2234; in the data active = inhibition above about 33%
Target sequence (P03206 whole entry, looked up): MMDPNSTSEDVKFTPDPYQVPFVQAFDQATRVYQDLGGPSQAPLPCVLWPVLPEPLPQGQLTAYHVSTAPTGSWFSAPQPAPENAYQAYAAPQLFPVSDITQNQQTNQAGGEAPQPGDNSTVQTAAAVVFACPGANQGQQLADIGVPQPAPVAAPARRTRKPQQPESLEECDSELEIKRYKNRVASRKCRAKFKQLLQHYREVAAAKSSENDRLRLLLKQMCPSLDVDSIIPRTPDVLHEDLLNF
EBNA-1 inhibitor: EBNA-1 DNA-binding inhibitors, primary screen, biochemical, fluorescence polarization. inhibition, % at 14.8 µM. 300,000 compounds, 0.34% hits. AID 1950, 2009; in the data active = inhibition above about 28%
Active calls of the source: *; nt = no result given. An excerpt; rates above refer to the full screens.

SMILES	pPAFAH FP inh	PAFAH2 inh	PAFAH1B3 inh	PAFAH1B2 inh	LYPLA2 counter	LYPLA1 inh	PREPL inh	ZTA counter	EBNA-1 inhibitor
CCOc1ccc(NC(=O)CN(C)C(=O)CCNC(=O)c2ccc(Br)cc2)cc1OCC	0	4	4	5	3	-2	-1	-3	-9
Cc1ccc(OCCC(=O)NNC(=O)c2ccc(Br)cc2)cc1	6	0	4	6	nt	nt	8	nt	nt
CC(=O)Oc1ccc(N(C(C)=O)S(=O)(=O)c2cccs2)cc1	3	0	5	8	3	2	14	0	-13
NC(=O)c1c(NC(=O)c2ccccc2Cl)sc2c1CCC2	1	3	3	1	1	-1	-7	-4	-10
O=C(Nc1ccc(F)cc1)Nc1cc(OCC(F)(F)F)cc(OCC(F)(F)F)c1	-15	-39	-6	-10	-28	-17	5	-15	-1
O=C(NC1CCCC1)c1cnn2c(C(F)(F)F)cc(-c3ccco3)nc12	4	5	4	4	0	0	5	8	5
S=C(NCc1ccccc1)N1CCN(c2ccccc2)CC1	1	-3	-1	-2	3	-1	-14	-13	0
O=C(CSc1nc2[nH]c(=O)cc(O)c2s1)Nc1nccs1	0	1	5	-2	2	1	18	-28	nt
Cc1ccc(Sc2c([N+](=O)[O-])ncn2C)cc1	-1	-2	-1	-1	-3	-6	-7	13	10
Cc1ccc(NC(=O)CCn2cccc2)cc1C	-2	1	-4	10	-1	-4	8	9	-7
COc1cccc(C(=O)Nc2cc(NC(=O)c3ccco3)ccc2OC)c1	1	2	10	-2	9	4	3	-6	-5
CC(=O)c1ccc(N2CCN(CC(=O)NCc3ccccc3)CC2)cc1	4	-3	-4	0	-3	0	5	5	2
O=C(NCCCO)C(=O)NCc1ccncc1	-2	0	-2	1	11	5	18	-7	-6
CN(Cc1cnccn1)Cc1cn(Cc2ccccc2)nc1-c1ccc2c(c1)OCO2	2	-7	2	4	2	-1	5	-11	-6
CN(C)S(=O)(=O)Oc1ccsc1C(=O)Nc1ccc(C(F)(F)F)cc1	0	3	0	-3	-12	-2	2	-1	-4
Cc1ccc(CNC(=O)c2ccc(N(C)S(=O)(=O)c3ccccc3)cc2)cc1	5	1	0	3	-2	1	0	-13	4
CCOC(=O)C1CCN(c2c(N(C)Cc3ccco3)c(=O)c2=O)CC1	-6	-2	5	3	5	1	-5	6	6
CCOc1ccc(CNC(=O)NS(=O)(=O)c2ccc(OC)cc2)cc1	-3	2	2	-2	3	-3	14	20	-2
CCOC(=O)C1CCN(C(=O)COc2ccc(Br)cc2)CC1	7	2	4	7	6	-4	3	4	-1
COc1ccc(OC)c(CN(CCCN2CCOCC2)C(=O)Nc2ccccc2)c1	2	-1	4	5	-3	-1	-6	-5	10
CS(=O)(=O)N(CC(=O)N1CCCCC1)c1ccc2c(c1)OCO2	2	3	2	9	13	5	18	-29	-7
O=C(NCCc1ccccc1)c1ccccc1C(=O)NCCc1ccccc1	6	nt	nt	nt	-4	1	1	-13	-12
O=C(Nc1cccc2cccnc12)c1cccc([N+](=O)[O-])c1	3	-3	6	-1	4	6	2	-2	5
O=S(=O)(c1ccccc1F)N1CCc2ccccc2C1	4	2	8	6	5	-3	2	-10	2
Cn1c(=O)c2c(nc(CN3CCC(C(N)=O)CC3)n2Cc2ccccc2F)n(C)c1=O	2	-11	8	-2	0	-2	-1	3	-4
Cc1ccc2nc(-c3ccncc3)cc(C(=O)NCCc3ccc(F)cc3)c2c1	5	3	7	2	-3	-2	4	2	-13
COc1ccccc1N1CCN(C(=O)CSc2nnc3n2C(C)(C)Cc2ccccc2-3)CC1	3	6	11	2	2	-1	6	-3	8
CCOC(=O)CN1C(=O)C(=O)N(Cc2c(C)cc(C)cc2C)C1=O	-1	-4	1	3	5	-2	1	-10	-17
COc1ccccc1-n1ccn(CC(=O)Nc2ccc(C)cc2Cl)c(=O)c1=O	5	-4	2	-1	2	-1	4	0	2
O=C(c1ccccc1)n1c(=S)nc2ccccn21	-4	-3	3	5	-12	-2	8	-10	-5
CCOc1ccc(Br)cc1S(=O)(=O)Nc1ncn[nH]1	0	2	7	-4	-1	2	-4	-1	-8
NC(=O)C(c1ccc(Cl)cc1Cl)c1ncc(C(F)(F)F)cc1Cl (centres undefined)	-8	0	-3	4	1	1	17	-10	-18
NS(=O)(=O)c1ccc(CCNC(=O)c2cc3ccccc3s2)cc1	-33	3	-1	0	-26	-11	3	-6	9
Nc1nc(SCC(=O)N2CCCC2)[nH]c(=O)c1-c1ccccc1	4	-4	2	-3	2	0	-2	17	3
O=C(NCCC1CCCCN1S(=O)(=O)c1cccs1)C(=O)NCc1ccccc1 (centres undefined)	7	5	6	11	1	-6	-20	-4	-15
CCOC(=O)c1c(NC(=O)COC(=O)c2cnccn2)sc(C(=O)NC)c1C	-6	4	0	7	-4	-1	8	-8	-8
O=C(NC1CC1)C(=O)c1c(-c2ccccc2)[nH]c2ccccc12	1	7	4	-1	6	5	7	-12	4
NC(=O)NC(=O)COC(=O)c1cccnc1Nc1ccccc1F	6	0	2	5	4	3	1	2	5
COc1cc(C2NC(=O)N(C)C(C)=C2C(=O)OCc2ccccc2)cc(Br)c1O (centres undefined)	4	0	10	1	-1	-1	-23	-2	1
CS(=O)(=O)Nc1ccccc1C(=O)N1CCCC1	-1	2	2	0	-3	-2	1	-2	1
CCNc1nc(NCC)nc(OCCOC(=O)Nc2ccccc2)n1	2	-3	1	8	3	-1	4	2	14
N#Cc1c2c(nc(N)c1-c1ccccc1)CCCCC2	5	5	4	2	-1	1	15	3	10
O=C(NN1C(=O)/C(=C/c2cccc(O)c2)SC1=S)c1ccccc1O	15	17	17	17	-6	-5	11	6	6
CCc1ccc(-c2ccc(SCC(=O)Nc3nnc(C)s3)nn2)cc1	4	6	-1	3	2	0	4	7	7
O=C(c1ccccc1)N1CCC(c2nc(-c3ccc(S(=O)(=O)N4CCOCC4)cc3)no2)CC1	4	-2	2	4	3	1	-3	1	-8
COCCN(C(=O)COC(=O)c1sccc1C)c1c(N)n(Cc2ccccc2)c(=O)[nH]c1=O	-1	-3	-7	2	-4	-2	8	-7	5
CC1(OC(=O)c2cccs2)C(=O)C=C2C=C3CCCN3C=C2C1=O (centres undefined)	28*	22	11	7	-7	-5	4	11	5
CCn1cc(C(=O)NCC2CCCO2)c(=O)c2cc(S(=O)(=O)N3CCC(C)CC3)ccc21 (centres undefined)	2	11	5	7	3	5	6	12	9
COc1cc(C(c2sc3nc(C)nn3c2O)N2CCOCC2)cc(OC)c1OC (centres undefined)	-2	-5	-5	0	2	0	8	1	0
Cc1cc(NCCCN)nc(-c2ccccc2O)n1	-1	-14	8	0	5	6	4	3	-10

(more compounds)
SMILES	pPAFAH FP inh	PAFAH2 inh	PAFAH1B3 inh	PAFAH1B2 inh	LYPLA2 counter	LYPLA1 inh	PREPL inh	ZTA counter	EBNA-1 inhibitor
CCN1C(=O)[C@H]2[C@@H](c3ccc(-c4cccc(Cl)c4)cc3)N3CCCC[C@@]3(C(=O)OC)[C@H]2C1=O	2	-7	6	5	0	1	31	-25	-3
Cc1ccc(OCC(=O)N/N=C\c2ccc(-c3cccc(C(=O)O)c3)o2)c(C)c1	6	10	5	3	-8	-2	4	0	-2
COc1ccc(Br)cc1S(=O)(=O)NCCc1cccs1	2	1	9	0	nt	nt	2	nt	nt
COCc1cc(=O)n2c(-c3ccc(C)cc3)n[nH]c2n1	8	7	8	0	-4	1	6	21	-2
O=C1c2ccccc2CSc2c(O)cccc21	2	nt	nt	nt	1	-1	1	4	10
O=C(COC(=O)c1ccc[nH]c1=O)Nc1ccc(S(=O)(=O)N2CCCC2)cc1	9	3	-4	4	-1	-1	8	13	3
CCCCN(CCCC)CCNC(=O)CSCc1ccc(C)cc1	-2	1	1	-3	-2	-2	6	-7	-10
Cc1cc(OCC(=O)Nc2cc(S(=O)(=O)N3CCOCC3)ccc2N2CCCC2)ccc1C(C)C	-2	4	-1	3	1	-1	13	-4	-1
CCN(CC)C(=O)C[n+]1cccc(/C=N/O)c1	6	-10	-4	4	-9	-4	-1	16	4
OC(CNCc1ccccc1)c1ccccc1 (centres undefined)	4	9	3	9	0	-1	-1	5	-2
Cc1ccc2cc(C#N)c(NCCNC(=S)NCCCN3CCOCC3)nc2c1	5	-6	-1	1	5	3	29	18	10
C#CCOCCOCCOCCNc1nc(N2CCN(C(=O)[C@H](CC(N)=O)n3cc(C(N)[C@H](C)CC)nn3)CC2)nc(N2CCN(C(=O)[C@H](CC(N)=O)n3cc(C(N)[C@@H](C)CC)nn3)CC2)n1 (some centres undefined)	6	3	3	7	nt	nt	11	nt	nt
O=C(NCC1CCCO1)c1cccc2c1C(=O)c1ccc(N3CCC(Cc4ccccc4)CC3)cc1S2(=O)=O (centres undefined)	33*	-14	-1	-9	nt	nt	11	nt	nt
O=C(N/N=C/c1cccs1)c1cccc2cc[nH]c12	2	-3	13	5	-2	0	7	-3	-7
O=[N+]([O-])c1ccc(OCCN2CCNCC2)cc1	1	11	-2	0	29*	5	3	0	9
Cc1nc2c(-c3ccc(F)cc3)c(C)[nH]n2c(=O)c1Cl	7	7	-1	3	6	4	5	-3	3
O=C(COc1ccccc1[N+](=O)[O-])Nc1cccnc1	-4	-1	10	1	6	4	21	-15	14
CCOC(=O)C1CCCN(C(=O)c2cn(CC(C)C)c(=O)c3cc(OC)c(OC)cc23)C1 (centres undefined)	5	5	6	3	7	4	6	10	7
O=C(Cc1ccsc1)N1CCN(S(=O)(=O)c2cccc(F)c2)CC1	2	-1	-3	6	-8	-1	12	-2	8
O=S(=O)(Cc1ccc(Cl)cc1)Nc1ccc2c(c1)OCO2	18	2	-3	7	1	-3	2	-7	-3
COc1ccc(NC(=O)Cn2nnc(C(=O)NCc3ccc(C)cc3)c2N)cc1OC	1	-2	1	6	0	-1	11	8	8
Oc1ccc(NC(=S)Nc2ccc(F)cc2)cc1	9	0	11	4	1	1	0	3	-9
COc1ccc(/C=C/C(=O)c2c(O)ccc3c(C)cc(=O)oc23)cc1	2	6	14	2	2	0	-1	-4	3
O=C(O)[C@@H](O)[C@H](O)C(=O)O	-2	-6	8	-1	4	-1	-5	-9	-3
CN(CC(=O)Nc1ccccc1Cl)C(=O)C1CCN(S(=O)(=O)c2ccc3c(c2)OCCO3)CC1	0	0	2	6	-7	-1	-2	16	-5
Brc1ccc(-c2nnc(Cc3ccccc3)o2)cc1	12	nt	nt	nt	-2	-1	-11	-2	8
COc1cccc(-n2c(SCC(N)=O)nc3c([nH]c4ccccc43)c2=O)c1	8	11	6	2	174*	2	0	15	5
COc1ccccc1NC(=S)NCc1ccc(F)cc1	5	0	-1	-1	7	0	-7	6	-13
CCN(CC)S(=O)(=O)c1ccc(C(=O)NNC(=O)c2cccs2)cc1	-1	3	4	2	4	0	4	-7	0
O=C(COC(=O)c1ccccc1O)Nc1cccc2ccccc12	1	1	3	-1	-2	-3	1	7	nt
